Screens (PubChem)
Rev-erbA mod = Rev-erb alpha (human) modulation | 370,000 compounds, 0.79% hits | P20393 | activity, % at 10 µM | Rev-erbα–FITC-DNA binding, fluorescence polarization, 90 min | AID 1259318;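 active = activity above about 14%, limit read from the data; passing the limit was not always enough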;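 also: 0% = DMSO wells with 35 nM protein and 100% = DMSO wells with 750 nM protein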
PG9 Ab binder = small molecules binding HIV-1 gp120 antibody PG9. inhibition, % at 6.7 µM. 360,000 compounds, 0.43% hits. TR-FRET gp120-PG9 antibody binding. AID 624416; in the data active = inhibition above about 8.5%
mABHD4 FP = inhibits mouse alpha/beta hydrolase domain 4; 370,000 compounds, 0.54% hits; Q8VD66; inhibition, % at 8.92 µM; purified mABHD4, FP-Rh probe fluorescence polarization; AID 720543;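 active = inhibition exceeding the mean over every tested compound plus 3 SD, cut at about 30% in these data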;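 also: 0% = plate median of compound wells and 100% = S159A mutant with DMSO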
Target sequence (Q8VD66 whole entry, looked up, the tested form may be a part): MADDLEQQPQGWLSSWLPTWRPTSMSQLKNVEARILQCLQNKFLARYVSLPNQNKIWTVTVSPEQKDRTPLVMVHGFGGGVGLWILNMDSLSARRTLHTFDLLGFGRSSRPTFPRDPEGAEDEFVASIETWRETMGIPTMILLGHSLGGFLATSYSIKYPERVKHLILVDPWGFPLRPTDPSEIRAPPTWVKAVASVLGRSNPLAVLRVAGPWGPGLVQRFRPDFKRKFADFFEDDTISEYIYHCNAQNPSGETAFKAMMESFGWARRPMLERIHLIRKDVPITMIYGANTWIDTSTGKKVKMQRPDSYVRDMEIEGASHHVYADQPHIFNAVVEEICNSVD
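Test system: mouse ABHD4 enzyme, wild type. Reagent: FP-Rh fluorescent activity-based probe, added after compound pre-incubation. Timing: pre-incubation 45 min, probe exposure 60 min, at 25 °C. Technique: FP readout, ex 525 nm / em 598 nm. Benchmarks: high control S159A mutant with DMSO, low control median of compound wells.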
TCR-CD3 inh = human TCR-CD3 binding inhibition | 360,000 compounds, 0.37% hits | AID 651800 | TAMRA-labeled TCR probe fluorescence, biochemical | inhibition, % at 9.4 µM; in the data active = inhibition above about 19%;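 also: recombinant mutant TCR 2C K166C tagged with TAMRA read by polarization; 0% = receptor in buffer alone and 100% = receptor with positive control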
rCAG binder = r(CAG) repeat RNA binding; TO-PRO-1 dye displacement fluorescence; inhibition, % at 3 µM; 370,000 compounds, 1.3% hits; AID 651821;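 active = inhibition above the plate cutoff, the mean of all test compounds on that plate plus 3 SD, cut at about 35% in these data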;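 also: 0% = DMSO alone and 100% = 100 µM mitoxantrone as full dye displacement; higher means more dye released from RNA so lower well fluorescence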
MBD2 DNA inh = MBD2-methylated oligo binding inhibition; AID 686964; Q9UBB5; TR-FRET, MBD2 binding to methylated oligonucleotide; inhibition, % at 4.4 µM; 370,000 compounds, 0.31% hits; in the data active = inhibition above about 13%
PRMT1 FP inh = PRMT1 (human) inhibition, primary screen; recombinant PRMT1, activity-based probe fluorescence polarization; inhibition, % at 2.79 µM; 370,000 compounds, 1.3% hits; AID 652257;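 active = inhibition above about 21% made by adding two undisclosed values, limit read from the data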
LEDGF integ inh = blocks HIV-1 LEDGF/p75-dependent DNA integration; 370,000 compounds, 0.64% hits; TR-FRET IN-LEDGF/p75 DNA integration, Eu/Cy5; inhibition, % at 3.7 µM;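 active = inhibition above the screen-wide mean plus 3 SD, cut at about 13% in these data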;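 also: signal is the Cy5 over europium emission ratio at 671 and 618 nm; 0% = plate median of compound wells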
HTRA1 inhibitor = blocks human HTRA1 serine peptidase | Q92743 | inhibition, % at 5.96 µM | recombinant HTRA1, FP-rhodamine activity-based probe, fluorescence polarization | 340,000 compounds, 0.5% hits; in the data active = inhibition above about 36%;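 also: 0% = enzyme with DMSO and 100% = wells lacking enzyme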
Target sequence (Q92743 whole entry, looked up): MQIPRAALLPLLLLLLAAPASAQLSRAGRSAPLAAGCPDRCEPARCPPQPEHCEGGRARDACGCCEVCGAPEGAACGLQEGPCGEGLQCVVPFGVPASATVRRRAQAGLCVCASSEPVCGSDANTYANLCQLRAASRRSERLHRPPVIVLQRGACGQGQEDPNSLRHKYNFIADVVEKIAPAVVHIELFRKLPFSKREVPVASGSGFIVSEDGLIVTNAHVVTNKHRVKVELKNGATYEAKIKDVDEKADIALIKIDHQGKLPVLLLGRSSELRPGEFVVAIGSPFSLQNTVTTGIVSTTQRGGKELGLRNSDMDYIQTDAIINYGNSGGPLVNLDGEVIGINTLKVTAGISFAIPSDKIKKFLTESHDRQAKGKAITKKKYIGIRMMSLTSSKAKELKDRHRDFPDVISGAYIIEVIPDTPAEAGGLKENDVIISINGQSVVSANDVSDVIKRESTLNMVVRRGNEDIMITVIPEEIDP
UHRF1 binding = blocks human UHRF1 binding to methylated DNA | 370,000 compounds, 0.75% hits | inhibition, % at 4.4 µM | UHRF1 binding to methylated oligo, TR-FRET | Q96T88; in the data active = inhibition above about 21%;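 also: UHRF1 SRA domain binding a hemimethylated CpG hairpin DNA probe; 0% = median of test compound wells and 100% = reference inhibitor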
* marks the source's active call; other numbers are inactive results; . = no result given. Some of the compounds tested; the hit share may differ from the screen's.

SMILES | Rev-erbA mod | PG9 Ab binder | mABHD4 FP | TCR-CD3 inh | rCAG binder | MBD2 DNA inh | PRMT1 FP inh | LEDGF integ inh | HTRA1 inhibitor | UHRF1 binding
COC(=O)C1=C(C)N(Cc2ccccc2C(F)(F)F)C(=NCC2CC2)NC1c1cccc(F)c1 (configuration not stated) | -4 | 0.7 | 7 | 9 | 4 | 2 | -3 | 6 | . | -3
Cc1c(NC(=S)NC(=O)c2cc3ccccc3o2)c(=O)n(-c2ccccc2)n1C | 3 | -1.2 | 1 | 10 | 2 | -4 | 0 | 0 | 5 | -4
Cc1cc(C(C)(C)C)cc(S(=O)(=O)Nc2cccc(C(=O)O)c2)c1C | 0 | 1.6 | -18 | -3 | 31 | 5 | -1 | -5 | -2 | 1
CCCC(=O)Nc1ccccc1NC(C)=O | 3 | -1.5 | -1 | -8 | 0 | 5 | -1 | -1 | -3 | -1
Cc1cc(C)nc(NC(=O)C(C)C)n1 | -5 | -0.6 | 3 | 0 | 0 | -5 | 1 | -2 | -2 | 2
Fc1ccc(-c2ccc(/C=N/n3cnnc3)o2)cc1 | 0 | -3.1 | -5 | 2 | -1 | 1 | -3 | 5 | 6 | -2
O=C(CC(O)(c1ccccc1)C(F)(F)F)c1cccs1 (configuration not stated) | -2 | -1.6 | 6 | 4 | -2 | -2 | 0 | 0 | 6 | -1
Cc1ccc(N2CC(c3nc4ccccc4[nH]3)CC2=O)c(C)c1 (configuration not stated) | -5 | 1.4 | 1 | -1 | 0 | -1 | 0 | -1 | 1 | 4
O=C(Nc1ccccc1O)c1ccc(C(=O)c2ccccc2)o1 | -4 | -0.3 | -6 | 11 | 1 | -4 | -2 | -4 | -6 | -4
CC(=O)Nc1nnc(SCC(=O)NCc2ccc3c(c2)OCO3)s1 | -4 | 0.2 | -1 | 8 | 2 | 3 | -4 | 8 | 4 | -1
O=C(CN1CCC(n2nnc3cc(F)ccc32)CC1)NC1CC1 | -3 | 1.4 | 0 | 3 | 0 | -10 | -3 | 1 | 2 | -3
Clc1ccc(Oc2nnnn2-c2ccccc2)cc1 | 2 | 1.1 | -2 | 0 | 3 | -1 | 0 | 1 | -1 | 3
CCc1nc2c(OCc3cccc(Cl)c3)cccn2c1N(C)C(=O)c1ccc(OC)cc1 | 0 | -1.2 | -4 | -2 | 1 | -2 | -3 | 1 | . | -1
Cc1cc(C)cc(NC(=O)C(=S)NCc2ccccc2)c1 | 3 | -2.7 | -6 | 0 | -3 | -2 | -5 | 6 | -24 | 3
CCOc1ccc(NC(=O)CSC2=C(C#N)C(c3ccc4c(c3)OCO4)CC(=O)N2)cc1 (configuration not stated) | 6 | -0.1 | -2 | 3 | 2 | -4 | 0 | 1 | -3 | -3
Cc1ccc(Cn2ccc(NC(=O)c3cc(C4CC4)on3)n2)cc1 | 4 | -0.1 | -7 | -4 | -5 | -3 | -1 | 4 | -5 | 5
CCC1=NC(c2ccc(Br)cc2)N(O)C1(C)C (configuration not stated) | -3 | -3.5 | -2 | -1 | -3 | -3 | 3 | -3 | 3 | -2
CCc1cc2c(COC(=O)c3cccc(NS(C)(=O)=O)c3)cc(=O)oc2cc1O | -2 | -0.6 | -10 | 8 | 25 | 0 | 0 | 3 | -68 | 1
CON=C1C=C(C)C(=O)C(C)=C1C | -1 | -0.7 | -4 | 9 | 2 | 1 | 0 | 1 | -4 | -3
COc1cccc2c(Cl)c(CC=C(Cl)Cl)c(C)nc12 | 2 | 1.2 | 1 | 10 | 1 | -4 | -1 | -3 | -5 | -2
COC(=O)c1ccc(N2C(=O)Nc3ccccc3N2O)cc1 | 3 | -1.1 | -1 | 2 | -1 | 0 | 1 | 0 | 1 | 1
Cc1ccccc1NC(=S)N1CCCC1 | 0 | -3.2 | 6 | -1 | 0 | 1 | -4 | 0 | 7 | 0
CCCCC(=O)NC(NC(=S)N1CCOCC1)C(Cl)(Cl)Cl (configuration not stated) | 0 | 5.4 | -2 | -2 | 0 | 5 | -1 | 2 | 0 | 1
COc1ccc(-c2sc(NC(=O)c3ccc(C)cc3)nc2-c2ccc([N+](=O)[O-])cc2)cc1 | 10 | 1.7 | -10 | -3 | 1 | -10 | -4 | -8 | 0 | -1
Cc1ccccc1S(=O)(=O)Cc1ccc(C(=O)NCc2ccccc2)o1 | -3 | 0.8 | 4 | 6 | -2 | 2 | -1 | 2 | -2 | -1

The list goes on, overlapping the part above by two compounds.
SMILES | Rev-erbA mod | PG9 Ab binder | mABHD4 FP | TCR-CD3 inh | rCAG binder | MBD2 DNA inh | PRMT1 FP inh | LEDGF integ inh | HTRA1 inhibitor | UHRF1 binding
COc1ccc(-c2sc(NC(=O)c3ccc(C)cc3)nc2-c2ccc([N+](=O)[O-])cc2)cc1 | 10 | 1.7 | -10 | -3 | 1 | -10 | -4 | -8 | 0 | -1
Cc1ccccc1S(=O)(=O)Cc1ccc(C(=O)NCc2ccccc2)o1 | -3 | 0.8 | 4 | 6 | -2 | 2 | -1 | 2 | -2 | -1
O=C1C=C(NCCc2cc(Br)c(O)c(Br)c2)C(=O)c2ncccc21 | -11 | -5.2 | 48* | 26* | 12 | -16 | 13 | 28* | 53* | 14
COc1ccc(CNC(=O)c2csc(Cc3ccccc3)n2)cc1 | 0 | 0.0 | 2 | -5 | -7 | 2 | 2 | -3 | -16 | 2
COc1cc(/C=N/NC(=O)c2cc3ccccc3[nH]2)ccc1O | -3 | -4.6 | 1 | -8 | 8 | 2 | 2 | -5 | -1 | -1
O=C(Nc1cccc(F)c1)c1cc(S(=O)(=O)N2CCC(C(=O)O)CC2)ccc1F | 1 | 0.2 | -4 | -6 | 3 | 4 | 3 | 0 | 2 | 5
CCc1c(Nc2ccccc2Cl)nc(N)[nH]c1=O | -6 | 2.2 | -2 | -1 | 2 | -2 | 2 | -1 | 5 | 1
O=C(NCc1ccccc1)C(c1ccco1)N(C(=O)c1csnn1)c1ccccc1 (configuration not stated) | -5 | -0.1 | -1 | 2 | -2 | -1 | -1 | 0 | 4 | -1
COc1cc(C(=O)N(Cc2ccc(N(C)C)cc2)C2CCS(=O)(=O)C2)cc(OC)c1OC (configuration not stated) | -4 | -3.8 | 9 | -2 | -6 | 6 | 1 | 1 | 6 | 17
CC(=O)NC(c1cc(Cl)c2cccnc2c1O)C(C)C (configuration not stated) | 2 | -3.2 | 14 | 0 | 4 | 0 | -1 | -4 | 53* | 2
O=c1oc(-c2ccccc2Cl)nc2ccsc12 | 8 | -1.1 | -8 | -3 | 2 | -7 | -2 | 2 | -54 | -6
CCCc1cnc(N2CCN(S(=O)(=O)c3cccs3)CC2)nc1 | 0 | -0.6 | -4 | 2 | -6 | -6 | -3 | 4 | . | -1
O=C(Nc1ccc2oc(-c3ccncc3)nc2c1)c1ccccc1F | 6 | 23* | 4 | 2 | -5 | 1 | 1 | 1 | -6 | -3
Cc1ccc(S(=O)(=O)N(CC(=O)Nc2ccccc2C(=O)O)c2ccc(Cl)cc2)cc1 | -2 | -2.1 | -18 | 2 | 62* | -5 | -3 | 6 | -19 | 0
COc1ccccc1N1CCN(C(c2cccs2)c2nnnn2C2CCCC2)CC1 (configuration not stated) | -2 | -1.9 | 0 | 3 | -10 | 0 | 1 | 3 | -6 | -1
CCOc1ccccc1N1CCN(C(=O)NC(C)c2ccc(F)c(F)c2)CC1 (configuration not stated) | 6 | 0.6 | 3 | 0 | -7 | -3 | -1 | -1 | -13 | -1
Cc1ccc(C)c(N2CCN(C(=O)c3cc4c(C)nc5ccccc5c4o3)CC2)c1 | 1 | -0.9 | -7 | -1 | 4 | -5 | 1 | 2 | -33 | -2
CC[n+]1c(/C=C/N(C)c2ccccc2)oc2ccc(F)cc21 | 4 | -3.5 | 16 | 7 | -9 | -9 | 2 | 3 | 2 | 10
C[C@@H]1C(c2ccccc2)=NN(c2ccc(Br)cc2)[C@H]1C(=O)N1CCOC1=O | 4 | -2.6 | -4 | -2 | 5 | 3 | 5 | -1 | 3 | -3
CCn1c(CNC(=O)c2cccc(C)c2)nnc1SCC(=O)N1CCOCC1 | -1 | -2.9 | -2 | 4 | -4 | 2 | 1 | 2 | -2 | 3
Cc1nc2cc(NCc3cc([N+](=O)[O-])ccc3O)ccc2n1Cc1ccccc1 | -4 | -2.6 | 3 | 9 | 4 | -1 | 2 | 2 | 1 | 1
CS(=O)(=O)c1cccc(C(=O)Nc2cccc(-c3nc4ccccc4[nH]3)c2)c1 | 0 | -1.8 | -27 | 11 | 9 | 3 | 4 | 2 | -36 | 21*
CC1CCC2(CC1)NC(=O)N(CC(=O)Nc1nc(-c3ccc(F)cc3)cs1)C2=O (configuration not stated) | 1 | 1.2 | 6 | -1 | 2 | 6 | -4 | 1 | -4 | 1
O=C(Nc1cccc([N+](=O)[O-])c1)c1ccc2nc(N3C(=O)CCC3=O)sc2c1 | 5 | 0.1 | -6 | 0 | 32 | -1 | 3 | 1 | -31 | 2
CC(=O)OC1CC[C@@]2(C)C(CCC3C2CC(=O)[C@@]2(C)C3CC3CC(C)=CC(=O)C32)C1 (some centres not stated) | 6 | 0.5 | 1 | 4 | -3 | -6 | -7 | 1 | 4 | -2
C=CCNC(=O)c1ccc(-c2nc3ccccc3nc2-c2ccccc2)cc1 | 5 | -2.1 | -8 | 3 | 4 | -8 | 1 | 5 | -24 | 2

A stretch of the results above, as a working copy:
SMILES | Rev-erbA mod | PG9 Ab binder | mABHD4 FP | TCR-CD3 inh | rCAG binder | MBD2 DNA inh | PRMT1 FP inh | LEDGF integ inh | HTRA1 inhibitor | UHRF1 binding
COC(=O)C1=C(C)N(Cc2ccccc2C(F)(F)F)C(=NCC2CC2)NC1c1cccc(F)c1 (configuration not stated) | -4 | 0.7 | 7 | 9 | 4 | 2 | -3 | 6 | . | -3
Cc1c(NC(=S)NC(=O)c2cc3ccccc3o2)c(=O)n(-c2ccccc2)n1C | 3 | -1.2 | 1 | 10 | 2 | -4 | 0 | 0 | 5 | -4
Cc1cc(C(C)(C)C)cc(S(=O)(=O)Nc2cccc(C(=O)O)c2)c1C | 0 | 1.6 | -18 | -3 | 31 | 5 | -1 | -5 | -2 | 1
CCCC(=O)Nc1ccccc1NC(C)=O | 3 | -1.5 | -1 | -8 | 0 | 5 | -1 | -1 | -3 | -1
Cc1cc(C)nc(NC(=O)C(C)C)n1 | -5 | -0.6 | 3 | 0 | 0 | -5 | 1 | -2 | -2 | 2
Fc1ccc(-c2ccc(/C=N/n3cnnc3)o2)cc1 | 0 | -3.1 | -5 | 2 | -1 | 1 | -3 | 5 | 6 | -2
O=C(CC(O)(c1ccccc1)C(F)(F)F)c1cccs1 (configuration not stated) | -2 | -1.6 | 6 | 4 | -2 | -2 | 0 | 0 | 6 | -1
Cc1ccc(N2CC(c3nc4ccccc4[nH]3)CC2=O)c(C)c1 (configuration not stated) | -5 | 1.4 | 1 | -1 | 0 | -1 | 0 | -1 | 1 | 4
O=C(Nc1ccccc1O)c1ccc(C(=O)c2ccccc2)o1 | -4 | -0.3 | -6 | 11 | 1 | -4 | -2 | -4 | -6 | -4
CC(=O)Nc1nnc(SCC(=O)NCc2ccc3c(c2)OCO3)s1 | -4 | 0.2 | -1 | 8 | 2 | 3 | -4 | 8 | 4 | -1
O=C(CN1CCC(n2nnc3cc(F)ccc32)CC1)NC1CC1 | -3 | 1.4 | 0 | 3 | 0 | -10 | -3 | 1 | 2 | -3
Clc1ccc(Oc2nnnn2-c2ccccc2)cc1 | 2 | 1.1 | -2 | 0 | 3 | -1 | 0 | 1 | -1 | 3
